From PubChem
Lipid droplet: hepatic lipid droplet formation modulation; AML12 mouse hepatocytes, oleate lipid droplets, BODIPY imaging; 0.4% of 240,000 active; inhibition, % at 6.5 µM;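 active = lipid droplet intensity inhibited by at least 50%, with more than 500 cells counted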
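Material – AML12 mouse liver cells · Also added – oleate loading, 100 µM · Compound dosing – 6.5 µM single-point dosing · Times – overnight treatment with compound plus oleate · Measured by – fluorescence imaging, 20x objective, two fields per well · Read-out – percent inhibition of filter-corrected integrated lipid droplet intensity per well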
T cell modulator: T cell immune modulation candidate | 2C CD8+ T cell-vesicle binding, flow cytometry; hits give low values | calls only at 7 µM | 0.068% of 330,000 active;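 active = response, share of CD8 T cells binding vesicles, and their 90th percentile fluorescence all below set limits, cut at about 80% in these data, passing the limit was not always enough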
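System: murine 2C transgenic CD8+ T lymphocytes; also added: QL9-loaded Drosophila micro-vesicles; times: binding 1.5 h at 37 °C; measured by: flow cytometry, PE anti-B7-1 (FL2) versus Alexa647 anti-CD8 (FL8), PFA-fixed; control set: Peptide-free naked vesicles (low) and QL9 vesicles with 0.7% DMSO vehicle (high)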
Lipid droplet cells 6.5 µM: also measured in Lipid droplet; calls as there; cell count; measured here: cell count, cytotoxicity flag;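 cells counted across two imaged fields per well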
T cell modulator vesicle-bound %: further read-out of T cell modulator, marked with its call; double positive events, %; measured here: CD8+ vesicle-bound cell fraction;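 binding gate set so that unloaded-vesicle control wells show 10% double positive cells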
Starred values were filed as active, the others as inactive; i = inactive.

SMILES | Lipid droplet | Lipid droplet cells 6.5 µM | T cell modulator | T cell modulator vesicle-bound %
CC(C)c1ccc(NC2CCCN(C(=O)c3ccc4nccnc4c3)C2)cc1 (stereo unspecified) | -20 | 709 | i | 11
COC(=O)c1cc(S(=O)(=O)N(C)C2CCCCC2)cn1C | 3 | 731 | i | 34
COc1cccc(N2CCN(C(=S)Nc3ccccc3)CC2)c1 | -10 | 769 | i | 45
COc1cccc(C(=O)NC(C)c2ccc(-c3ccccc3)cc2)c1OC (stereo unspecified) | -49 | 783 | i | 21
Cc1ccc(-c2nc(C#N)c(N3CCC(C)CC3)o2)cc1 | 4 | 844 | i | 44
CN(C(=O)C1CCC(CNS(=O)(=O)c2cccc3cccnc23)CC1)C1CCCCC1 (stereo unspecified) | 0 | 701 | i | 2
CCCc1ncc(CN2CCCCC2C(=O)Nc2ccc(Oc3ccccc3)nc2)cn1 (stereo unspecified) | -18 | 683 | i | 11
Cc1cc(C)n(CCC(=O)N2CCN(S(=O)(=O)c3ccc(C)c(C)c3)CC2)n1 | -7 | 787 | i | 20
O=C(NCCNC(=O)c1ccccc1F)c1ccco1 | 3 | 839 | i | 20
C[C@@H](NC(=O)c1cc2c([nH]c3ccccc32)c(-c2ccccc2)n1)C(=O)O | 3 | 420 | i | 61
COc1ccc(NC(=O)N2CCC(C(=O)c3ccc4c(c3)OCCO4)CC2)cc1 | 37 | 727 | i | 38
CCOC(=O)N1CCN(C2CCCN(C(=O)c3ccccc3SC)C2)CC1 (stereo unspecified) | 4 | 779 | i | 9
O=C(CSc1ccc([N+](=O)[O-])cn1)Nc1ccc2[nH]c(=O)[nH]c2c1 | 8 | 791 | i | 16
O=C(NC(c1ccccc1)c1ccccc1)c1ccc(CO)cc1 | -13 | 708 | i | 37
O=C(/C=C/c1ccccc1)Nc1cccnc1 | 7 | 795 | i | 62
CN(C)C(=O)C1Cc2ccccc2CN1S(=O)(=O)c1ccc(F)cc1 (stereo unspecified) | 2 | 789 | i | 47
COc1cccc(N2CC(C(=O)Nc3nnc(SCC(=O)NC4CCCC4)s3)CC2=O)c1 (stereo unspecified) | -1 | 684 | i | 33
COc1cccc(/C=C2\CCC(C3CCCC3)C2=O)c1 (stereo unspecified) | -11 | 817 | i | 50
CCN(c1cccc(C)c1)S(=O)(=O)c1cn(CC(=O)OC)c2ccc([N+](=O)[O-])cc12 | 11 | 764 | i | 52
COc1cccc2[nH]c(C(=O)NCC3CCCO3)cc12 (stereo unspecified) | 3 | 841 | i | 31
CC(C)(C)c1cc(NC(=O)c2c(F)cccc2Cl)n(-c2ccccc2)n1 | -4 | 810 | i | 31
Cc1ccccc1OCC(O)CNC1CCC(NCC(O)COc2ccccc2C)CC1 (stereo unspecified) | -62 | 808 | i | 19
COc1ccc(NC(=O)C2CCCN(S(=O)(=O)c3ccc4[nH]c(=O)ccc4c3)C2)cc1OC (stereo unspecified) | -5 | 744 | i | 60
Cc1ccc(OCc2cc(C(=O)NCCn3cccn3)no2)cc1C | -9 | 708 | i | 29
CCOC(=O)N1CCN(Cc2nc3cc(NC(C)=O)ccc3n2C)CC1 | 21 | 855 | i | 26
CC(C)C1Oc2ccccc2C(=O)N(CC(=O)c2ccc3c(c2)OCCO3)C1=O (stereo unspecified) | -29 | 739 | i | 19
C#CCOc1ccc2ccccc2c1/C=C(/C#N)c1ccc(C(=O)O)cc1 | -4 | 784 | i | 28
CCOc1ccc(N(CC(=O)Nc2ccc(C)c(F)c2)C2=NC3CS(=O)(=O)CC3S2)cc1 (stereo unspecified) | 4 | 733 | i | 61
O=C(O)c1ccc(S(=O)(=O)/N=C2\C=C(Nc3ccccc3F)C(=O)c3ccccc32)cc1 | -28 | 717 | i | 24
Cc1ccnc(NS(=O)(=O)c2ccc(NC(=O)c3cc(=O)c4ccccc4o3)cc2)n1 | 25 | 751 | i | 14
O=S(=O)(c1ccc(F)cc1)N1CCN(c2ccc(F)cc2)CC1 | 4 | 821 | i | 58
CC(=O)c1ccc(N2CCN(C(=O)Cc3ccccc3)CC2)c(F)c1 | 9 | 835 | i | 20
O=c1[nH]c2ccc(NS(=O)(=O)c3ccc(F)c(Cl)c3)cc2[nH]1 | 1 | 849 | i | 21
COc1cc(/C=N/NC(=O)c2cc(C)oc2C)ccc1OCc1ccccc1 | 19 | 748 | i | 29
O=C(NCC(=O)N(c1cccc(F)c1)C(C(=O)NC1CCCC1)c1cccnc1)c1ccco1 (stereo unspecified) | 5 | 716 | i | 42
O=C(NCC1CCCO1)c1ccc(NC(=O)c2cccc(Br)c2)cc1 (stereo unspecified) | 10 | 783 | i | 57
O=C1CCCCN1CC(=O)N1CCCC(N2CCN(c3ccccc3F)CC2)C1 (stereo unspecified) | -3 | 719 | i | 28
O=C(Nc1ncccn1)c1cccc(F)c1 | -2 | 810 | i | 64
COc1ccccc1NC(=S)N1CCN(c2ccccc2F)CC1 | -3 | 781 | i | 36
Cc1ccc2c(c1)N(CC(=O)NCCCN1C(C)CCCC1C)C(=O)c1cccnc1O2 (stereo unspecified) | -5 | 829 | i | 41
CCC(C(=O)Nc1ccc(S(=O)(=O)N2CCN(C)CC2)cc1)c1ccccc1 (stereo unspecified) | -3 | 661 | i | 32
O=C(c1ccc(N2CCOCC2)cc1)N1CCCC(Nc2ccccc2)C1 (stereo unspecified) | 2 | 744 | i | 19
OC(CNCC1CCCCC1)COc1ccccc1 (stereo unspecified) | -3 | 795 | i | 30
O=C(c1ccccn1)N1CCCC(N2CCN(c3cccc(C(F)(F)F)c3)CC2)C1 (stereo unspecified) | -2 | 685 | i | 3
O=C(O)CN1C(=O)/C(=C\c2cccc(OCc3ccc(Cl)cc3Cl)c2)SC1=S | 2 | 827 | i | 53
COc1ccc(-n2ncc3c(N4CCN(c5cccc(C)c5C)CC4)ncnc32)cc1 | 1 | 795 | i | 29
COc1cc2c(cc1OC)/C(=C/C(=O)c1cccc([N+](=O)[O-])c1)NCC2 | -25 | 817 | i | 31
COC(=O)c1ccc(OCC(O)CN2CCN(C(=O)c3ccco3)CC2)cc1 (stereo unspecified) | 1 | 815 | i | 52
CNC(=S)N(CCCn1ccnc1)Cc1c(F)cccc1Cl | 7 | 691 | i | 18
O=C(O)c1ccc(OCCCCCCOC2CCCCO2)cc1 (stereo unspecified) | -3 | 658 | i | 46
CCCC1CC(C(=O)NC(C(C)Cl)C2OC(SC)C(O)C(O)C2O)N(C)C1 (stereo unspecified) | -28 | 701 | i | 21
Cc1c(C(=O)N(C)CCCCN2CCOCC2)oc2c(F)cccc12 | -2 | 795 | i | 55
N#C/C(=C\c1ccccc1Br)C(=O)NC1CC1 | -9 | 763 | i | 65
CCN(CC)C(=O)Cn1cc(C(=O)C(=O)N2CCN(Cc3ccc4c(c3)OCO4)CC2)c2ccccc21 | -69 | 677 | i | 5
CSCC[C@H](NC(=O)c1cc2c([nH]c3ccccc32)c(-c2ccccc2)n1)C(=O)O | 10 | 408 | i | 30
O=C(C1CCC(=O)N(C2CCCC2)C1)N1CCN(Cc2cccc(F)c2)CC1 (stereo unspecified) | -1 | 766 | i | 2
COc1cccc(C(=O)NNC(=O)c2ccccc2)c1 | -1 | 849 | i | 51
Cc1nnc(NC(=O)CC(C)c2ccccc2)s1 (stereo unspecified) | 9 | 829 | i | 12
Cc1ccc(NC(=S)N2CCN(c3ccccc3F)CC2)c(C)c1 | 7 | 774 | i | 22
O=C(O)C(NS(=O)(=O)c1ccccc1)C(O)c1ccccc1 (stereo unspecified) | 0 | 823 | i | 22

Compound profiles, as listed above:
CCN(CC)C(=O)Cn1cc(C(=O)C(=O)N2CCN(Cc3ccc4c(c3)OCO4)CC2)c2ccccc21 reads Lipid droplet: -69; Lipid droplet cells 6.5 µM: 677; T cell modulator: i; T cell modulator vesicle-bound %: 5
O=C(C1CCC(=O)N(C2CCCC2)C1)N1CCN(Cc2cccc(F)c2)CC1 (stereo unspecified) reads Lipid droplet: -1; Lipid droplet cells 6.5 µM: 766; T cell modulator: i; T cell modulator vesicle-bound %: 2

(more compounds)
SMILES | Lipid droplet | Lipid droplet cells 6.5 µM | T cell modulator | T cell modulator vesicle-bound %
Cc1ccsc1/C=N/NC(=O)C(O)c1ccccc1 (stereo unspecified) | 0 | 830 | i | 69
CCCNC(=O)N1CCC(c2nc3ccccc3s2)CC1 | 2 | 399 | i | 18
COc1ccc(CNC(=O)c2c(O)c3cc(OC)c(OC)cc3[nH]c2=O)cc1OC | -1 | 803 | i | 53
CCC1CCCCN1CCN1C(=O)C2C(C(=O)Nc3ccc(OC)cc3)C3C=CC2(O3)C1C(=O)NC1CCCCC1 (stereo unspecified) | -23 | 748 | i | 23
COc1ccc(C(=O)Nc2ccc3ccccc3c2)c(OC)c1 | -16 | 814 | i | 53
Cn1c(CNC(=O)c2ccc3c(c2)OCO3)nnc1SCC(=O)Nc1ccccc1Cl | 6 | 734 | i | 19
Cc1ccc(NC(=O)CCOc2ccccc2C)cc1C | -5 | 784 | i | 31
Cc1oc(-c2ccccc2Cl)nc1CS(=O)CC(=O)NCc1ccc(Cl)cc1 (stereo unspecified) | 0 | 775 | i | 18
Cc1ccc(C)c(N(CC(=O)NC2CCCC2)C(=O)CNC(=O)c2cccs2)c1 | 7 | 876 | i | 23
COc1ccccc1NC(=O)NC1(C(=O)N2CCC(C)CC2)CCCCC1 | -26 | 759 | i | 16
Cc1cccc(OCC(=O)Nc2ccccc2N2CCN(C)CC2)c1 | 2 | 851 | i | 27
COCC(=O)N(C)CC1CCCN(CCc2ccccc2OC)C1 (stereo unspecified) | -30 | 775 | i | 43
O=C(CN1C(=O)C2C3C=CC(C3)C2C1=O)OCC(=O)c1ccc(Cl)c([N+](=O)[O-])c1 (stereo unspecified) | -6 | 721 | i | 10
Cc1ccc(/C=C(\C#N)C(=O)Nc2cccc(C)n2)cc1 | 8 | 760 | i | 32
Cc1cccc(OCC(=O)O/N=C(\N)c2ccncc2)c1 | 8 | 786 | i | 52

Of the compounds above, 2 have a thiophene ring, fused or not:
SMILES | Lipid droplet | Lipid droplet cells 6.5 µM | T cell modulator | T cell modulator vesicle-bound %
Cc1ccsc1/C=N/NC(=O)C(O)c1ccccc1 (stereo unspecified) | 0 | 830 | i | 69
Cc1ccc(C)c(N(CC(=O)NC2CCCC2)C(=O)CNC(=O)c2cccs2)c1 | 7 | 876 | i | 23

5 entries out of the list, ordered by molecular weight, low to high:
SMILES | Lipid droplet | Lipid droplet cells 6.5 µM | T cell modulator | T cell modulator vesicle-bound %
Cc1ccc(/C=C(\C#N)C(=O)Nc2cccc(C)n2)cc1 | 8 | 760 | i | 32
Cc1cccc(OCC(=O)O/N=C(\N)c2ccncc2)c1 | 8 | 786 | i | 52
Cc1cccc(OCC(=O)Nc2ccccc2N2CCN(C)CC2)c1 | 2 | 851 | i | 27
Cc1ccc(C)c(N(CC(=O)NC2CCCC2)C(=O)CNC(=O)c2cccs2)c1 | 7 | 876 | i | 23
CCC1CCCCN1CCN1C(=O)C2C(C(=O)Nc3ccc(OC)cc3)C3C=CC2(O3)C1C(=O)NC1CCCCC1 (stereo unspecified) | -23 | 748 | i | 23

Next part
SMILES | Lipid droplet | Lipid droplet cells 6.5 µM | T cell modulator | T cell modulator vesicle-bound %
Cc1cccc(NC(=O)c2cc(C)nc3ccccc23)c1 | -17 | 781 | i | 67
COc1cc(C(C)=O)ccc1OCC(O)Cn1nc(C)c(Br)c1C (stereo unspecified) | 0 | 811 | i | 42
Cc1ccc(OCC(=O)Nc2ccon2)c([N+](=O)[O-])c1 | 5 | 670 | i | 66
Cc1ccc(COC(=O)NCc2cccnc2)cc1 | -7 | 735 | i | 41
CCOC(=O)c1c(S(=O)(=O)NCCCc2ccco2)c(C)n(C)c1C | -22 | 734 | i | 30
Cc1nc(C(N)=O)c(N)n1CCc1ccccc1 | 11 | 829 | i | 22
CC1CN(C(=O)Cn2cc(SCC(=O)N3CCOCC3)c3ccccc32)CC(C)O1 (stereo unspecified) | -10 | 704 | i | 27
O=C(NC1CCCCC1)N1CCN(c2ccccc2Cl)CC1 | 1 | 835 | i | 5
Cc1ccc(S(=O)(=O)CCC(=O)NCCc2ccc(Cl)cc2)cc1 | 3 | 853 | i | 31
O=S(=O)(c1ccc(NCc2ccccc2)cc1)N1CCOCC1 | 2 | 828 | i | 8
Cc1ccc2ncnc(-c3ccccc3)c2c1 | -2 | 872 | i | 22
O=C(CN1C(=O)NC2(CCOc3ccccc32)C1=O)NCC(F)(F)F (stereo unspecified) | -11 | 815 | i | 52
CCOC(=O)c1ccc(N2C(=O)CC(Sc3ncccn3)C2=O)cc1 (stereo unspecified) | -1 | 792 | i | 55
COc1ccc(S(=O)(=O)N2CCOC23CCN(C(=O)c2ccc(Cl)cc2Cl)CC3)cc1 | -4 | 699 | i | 29
COc1ccc2c(c1)c(/C=C/c1cc[n+](C)cc1)cn2C | 18 | 664 | i | 60

A portion of the library; rates above refer to the full screens.
